# Source: PubChem BioAssay
# PTHR1 agonist: agonists of human PTHR1 parathyroid hormone receptor | Q03431 | HEK293 GP2 PTHR1 cells, GloSensor cAMP luminescence, 1 h | Potency, µM (top dose mostly 115 µM), for the others: at the top dose activation, usual class: activators | 410,000 compounds, 0.075% hits | AID 743266; note: potency is the fitted concentration of half-maximal effect; nearly all actives have a fitted effect of over 55% in size; some results filed as inactive show a strong effect at the top dose; inactives centre near -15; many of its hits are not listed in these tables
#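 HEK-293-derived GP2 cells expressing PTHR1 and a GloSensor cAMP reporter, 3,000/well, plated overnight, given luciferin plus IBMX (each 0.5 mM as added) for 1 h at 37 °C, then compound for 1 h at 37 °C. Luminescence was read after 15 min at room temperature.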
# GLP-1R agonist: activates the human GLP-1 receptor; 380,000 compounds, 0.007% hits; P43220; AID 624172; Potency, µM (series often up to 45.6 µM), inactives show top-dose activation, usual class: activators; HEK293 GLP-1R CRE-luciferase, luminescence, 4-6 h; cells express a hypersensitive GLP-1R form; note: potency is the fitted concentration of half-maximal effect; % of control where 0% means no effect
# Target sequence (P43220 whole entry, looked up): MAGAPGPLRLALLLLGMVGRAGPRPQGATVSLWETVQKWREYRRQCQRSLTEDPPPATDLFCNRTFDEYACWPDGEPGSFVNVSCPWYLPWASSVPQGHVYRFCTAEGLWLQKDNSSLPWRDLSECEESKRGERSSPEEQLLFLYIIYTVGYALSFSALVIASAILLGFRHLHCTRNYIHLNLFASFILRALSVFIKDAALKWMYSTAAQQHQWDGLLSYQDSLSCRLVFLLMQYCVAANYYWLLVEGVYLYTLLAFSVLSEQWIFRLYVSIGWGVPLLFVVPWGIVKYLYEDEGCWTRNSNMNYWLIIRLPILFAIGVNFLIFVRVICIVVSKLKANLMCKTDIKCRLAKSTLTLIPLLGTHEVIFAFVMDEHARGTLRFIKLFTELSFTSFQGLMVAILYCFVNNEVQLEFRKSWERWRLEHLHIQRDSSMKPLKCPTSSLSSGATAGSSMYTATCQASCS
# TDP-43 yeast inh: TDP-43 toxicity inhibition in yeast; TDP-43 expressing yeast growth rescue, BacTiter-Glo, 24 h; 410,000 compounds, 1.8% hits; Potency, µM (titrated, usually from 46.1 µM), inactives show at the highest dose growth rescue (activation), usual class: activators; note: potency is the fitted concentration of half-maximal effect; % of control where 0% means no effect; nearly all actives have a fitted effect of over 50% in size
#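 In this qHTS, compounds that restore growth of yeast expressing TDP-43 appear as activators. Cells (OD600=0.02, galactose medium, raffinose-pregrown) are incubated with compound 24 hr at 30 deg C and growth is quantified by BacTiter-Glo.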
# GLP1R inv ag: inverse agonists of human GLP-1 receptor; 410,000 compounds, 1.6% hits; HEK293 GLP-1R CRE-luciferase, luminescence, 24 h; GLP-1R form is constitutively active; P43220; Potency, µM (series often up to 38.3 µM), for the others: at the top dose activity change, negative = inhibition, actives largely listed as inhibitors; note: potency is the fitted concentration of half-maximal effect; % is set by controls: 0 for no effect and ±100 for the full control effect; nearly all actives have a fitted effect of over 55% in size
#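 Seeding at 200 cells/uL, 12 h culture, 24 hr compound treatment, then luciferase reagent and a luminescence read; cells are HEK293 stably expressing a constitutively active GLP-1R plus cAMP-responsive luciferase.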
# D3 antag: antagonists of human D3 dopamine receptor | P35462 | D3R cells, DiscoveRx beta-arrestin luminescence, antagonist mode; active compounds read low | max response, negative = inhibition, % | 360,000 compounds, 2.5% hits | AID 652054; in the data active = max response below about -50%; inconclusive = no clear call, values can overlap the other calls; note: % is set by controls: 0 for no effect and ±100 for the full control effect; mostly tested at two doses, the higher about 12 µM
# Target sequence (P35462 whole entry, looked up): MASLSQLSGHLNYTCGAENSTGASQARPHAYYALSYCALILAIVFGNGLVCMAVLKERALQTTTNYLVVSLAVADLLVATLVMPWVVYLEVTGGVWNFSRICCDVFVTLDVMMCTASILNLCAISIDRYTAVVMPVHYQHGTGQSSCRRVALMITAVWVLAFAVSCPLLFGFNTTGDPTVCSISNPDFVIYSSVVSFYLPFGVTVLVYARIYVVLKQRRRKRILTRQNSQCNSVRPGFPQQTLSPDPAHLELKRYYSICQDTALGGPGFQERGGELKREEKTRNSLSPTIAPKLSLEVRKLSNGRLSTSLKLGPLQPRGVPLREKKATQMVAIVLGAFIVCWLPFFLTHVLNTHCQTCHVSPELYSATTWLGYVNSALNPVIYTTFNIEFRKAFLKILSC
#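 Cells plated overnight at 1500 cells/well, then exposed to library compounds with dopamine controls for 90 minutes at 37 degrees C. DiscoveRx reagent added for 30–60 minutes at room temperature; luminescence read, quantitative HTS format.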
# aSyn yeast inh: rescues yeast growth from alpha-synuclein toxicity; Yeast expressing alpha-synuclein, growth rescue, BacTiter-Glo, 24 h; Potency, µM (doses to about 46.1 µM), inactives show at the top dose growth rescue (activation), most hits filed as activators; 370,000 compounds, 0.14% hits; AID 652106; note: potency is the fitted concentration of half-maximal effect; % of control where 0% means no effect; nearly all actives have a fitted effect of over 65% in size
#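 Galactose-induced alpha-syn yeast (OD600=0.02, raffinose-pregrown) + pinned cpd, 24 hr, 30 deg C; growth by BacTiter-Glo luminescence. Growth restoration scores as activation.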
# HEK293 tox: cytotoxicity in counter-screen for GLP-1R inverse agonists; Potency, µM (highest dose often 38.3 µM), for inactives: at the highest dose activity change, negative = inhibition, usual class: inhibitors; HEK293 cAMP-luciferase reporter cells, luminescence, 24 h; 410,000 compounds, 0.13% hits; AID 624418;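 note: loss of luciferase light is scored as toxicity; potency is the fitted concentration of half-maximal effect; % is set by controls: 0 for no effect and ±100 for the full control effect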
#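 MLSMR compounds, 24 hr on cells at 37 deg C/5% CO2; luminescence after luciferase reagent (12 min RT). Inhibition counted as the undesired cytotoxic outcome.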
# DRD3 agonist: activates the human D3 dopamine receptor. max activation, %. AID 652048. P35462. D3R DiscoveRx beta-arrestin cells, luminescence, 90 min. 410,000 compounds, 0.58% hits; in the data active = max activation above about 30%; note: 0% is about no effect; mostly tested at two doses, the higher about 12 µM
#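 Agonist mode: compounds and dopamine controls were applied to plated cells for 90 min at 37 degrees C after an overnight attachment at 1500 cells/well. Luminescent read-out followed 30 - 60 minutes at room temperature with DiscoveRx detection reagent.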
# KB-V1 MDR tox: kills drug-selected multidrug resistant KB-V1 cells; KB-V1 MDR cells viability, CellTiter-Glo, 72 h; 400,000 compounds, 3.4% hits; Potency, µM (top dose mostly 46.1 µM), for inactives: at the highest dose activity change, negative = cytotoxicity, hits mostly cytotoxic; note: potency is the fitted concentration of half-maximal effect; % is set by controls: 0 for no effect and ±100 for the full control effect; nearly all actives have a fitted effect of over 60% in size
#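 KB-V1, DMEM (no phenol red) + 10% FBS; cpd pin-transferred, titration series; 72 h, 37 degrees C; CellTiter-Glo, luminescence. Data normalized, curve-fit.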
# Active calls of the source: *; i = inactive; ? = inconclusive; · = no result given; & = joins results of further samples; [ ] = remark or other dose. Unless noted, calls come from the whole dose curve; as a rule, active = well fitted curve in the direction sought with a large enough effect; inconclusive = small, poorly fitted or top-dose-only effect, or another doubt; inactive = no such curve, though single readings can be large; an effect the other way counts as inactive or inconclusive.
# Values in the order: GLP1R inv ag	KB-V1 MDR tox	HEK293 tox	D3 antag	TDP-43 yeast inh	GLP-1R agonist	aSyn yeast inh	PTHR1 agonist	DRD3 agonist
- CCOc1ccccc1N(CC)C(=O)c1cc2c(=O)[nH]c3ccc(C)cc3c2s1
    -5%	-13%	-9%	·	7%	·	·	-19%	2
- Cc1ccc(-c2nnc(Nc3ccc(OCC(N)=O)cc3)c3ccccc23)cc1S(=O)(=O)N(C)C
    50%[activator]	-5%	-10%	·	0%	·	·	-69%[inhibitor]	0
- CCC(=O)N1CCc2cc(Br)cc(S(=O)(=O)N3CCCCC3CC)c21 (stereo not given)
    -17%	?	-4%	2	-18%	1%	-14%	-20%	10
- CCc1ccccc1NC(=O)NC1CCCCCCC1
    -24%	5%	0%	6	-6%	-5%	-1%	-2%	-10
- COc1cccc(CN(C)C(=O)CN2C(=O)NC3(CCCc4ccccc43)C2=O)c1 (stereo not given)
    2%	21µM*	-3%	-5	25%	3%	3%	i	0
- CC(C)(C)Cc1nc(-c2ccccn2)no1
    -3%	0%	-5%	-26	12%	-4%	-2%	-8%	4
- COc1ccc(-c2cc(C)no2)cc1S(=O)(=O)N1CCCN(Cc2ccc(F)cc2)C1
    7.1µM*	19%	4%	-17	0%	-1%	-4%	-3%	-1
- CCOC(=O)CSc1cn2c(n1)CCC2
    -19%	-2%	-1%	-2	-16%	-10%	0%	i	-1
- COc1ccc2c(c1)CCc1c-2n[nH]c1C(=O)O
    1%	6%	-7%	-19	-1%	-7%	0%	-19%	0
- CCOc1cc(/C=N\NC(=O)Cn2nnc3ccccc32)ccc1O
    19%	2%	-3%	2	5%	6%	-6%	i	-3
- CCOC(=O)c1sc2nc(C)n(CC(=O)NCC3CCCO3)c(=O)c2c1C (stereo not given)
    4%	15%	-7%	20	-8%	-7%	6%	i	9
- CCC(=O)N1CCc2cc(S(=O)(=O)CCC(=O)Nc3cccc(C)n3)ccc21
    15%	?	1%	-2	-7%	7%	-4%	-19%	-6
- COc1cc(CN2CCC(CCC(=O)NC3CC3)CC2)cc(Cl)c1OC
    -7%	12%	14%	-12	7%	3%	-13%	-7%	3
- Cn1c(=O)n(C)c2cc(S(=O)(=O)NCc3ccco3)ccc21
    7%	6%	-6%	-26	-7%	3%	0%	-2%[57.5 µM]	5
- c1ccc(CNc2nc(N3CCOCC3)nc(N3CCOCC3)n2)cc1
    0%	-22%	-2%	12	7%	-1%	5%	-6%[57.5 µM]	1

# Brought forward from above: 2 compounds, then new ones.
# Values in the order: GLP1R inv ag	KB-V1 MDR tox	HEK293 tox	D3 antag	TDP-43 yeast inh	GLP-1R agonist	aSyn yeast inh	PTHR1 agonist	DRD3 agonist
- Cn1c(=O)n(C)c2cc(S(=O)(=O)NCc3ccco3)ccc21
    7%	6%	-6%	-26	-7%	3%	0%	-2%[57.5 µM]	5
- c1ccc(CNc2nc(N3CCOCC3)nc(N3CCOCC3)n2)cc1
    0%	-22%	-2%	12	7%	-1%	5%	-6%[57.5 µM]	1
- CCC(C)NC(=O)c1ccc(-n2c(-c3ccccc3)cc3c2CCCC3)cc1 (stereo not given)
    -20%	·	-1%	·	-2%	·	·	?	-9
- O=C(COc1ccccc1Cl)Nc1nnc(S(=O)(=O)N2CCCC2)s1
    -1%&4%	10%&-15%	6%&-6%	2	15%&14%	-4%	3%	-56%&-58%[inhibitor]	-3&-1
- CN(C)c1ccc(C2Nc3ccccc3C(=O)N2NS(C)(=O)=O)cc1 (stereo not given)
    21%	-22%	8%	-15	-12%	-2%	-11%	i	7
- O=C(OCC(=O)c1ccc[nH]1)c1ccc(Br)cc1
    -15%	14%	4%	-17	9%	-2%	-5%	-92%[inhibitor]	1
- CCOC(=O)CNC1CC(=O)N(c2ccc(Br)cc2)C1=O (stereo not given)
    7%	29%	0%	-7	?	-4%	4%	-23%	0
- OCCNc1c2ccccc2nc2c(F)c(F)c(F)c(F)c12
    171%[activator]	?	115%[activator]	-16	0%	7%	-9%	-76%[inhibitor]	-20
- CC(=O)Oc1ccccc1C1C[C@]2(C)CC(=O)NC2N1C(C)=O (stereo not given in full)
    22%	0%	1%	-4	0%	-1%	-5%	-35%[inhibitor]	10
- CCOc1ccccc1N(CC(=O)N1CCC(C(N)=O)CC1)S(=O)(=O)c1ccc(SC)cc1
    12%	-3%	3%	-13	-1%	1%	1%	i	-3
- COc1ccc(OC)c(NC(=O)c2cnn(-c3ccccc3)c2C)c1
    -19%	18%	-7%	20	-11%[1.82 µM]	25%	-28%	i	4
- Cc1cc2c(cc1C)-n1c(-c3ccccc3)c3c(=O)n(C)c(=O)n(C)c3c1C(c1ccco1)N2 (stereo not given)
    4%	?	11%	·	7%	·	·	-25%	-11
- CCOC(=O)c1[nH]c(C)c(C(=O)N2CCc3ccccc32)c1C
    ?	0.33µM*	3%	-15	22%	21%	1%	-2%[57.5 µM]	-3
- CCOC(=O)CN(c1ccccn1)S(=O)(=O)c1ccc(OC)cc1
    -2%	2%	-1%	-24	1%	-11%	-2%	14%	2
- N=C1/C(=C\c2ccc(SCc3ccccc3)o2)C(=O)N=C2SC=NN12
    -16%	?	-18%	9	?	-3%	4%	i	2
- CCCC(=O)Nc1cc2nn(-c3ccc(OC)cc3)nc2cc1C
    4%	-2%	10%	·	13%	·	·	-25%	43*
- CC(C)N1CC(C(=O)O)CC1=O (stereo not given)
    3%	7%	5%	15	-8%	-1%	5%	-6%[57.5 µM]	-5
- O=C(Nc1ccc(OCC(=O)N2CCOCC2)cc1)c1ccccc1Cl
    -27%	-13%	10%	-11	11%	-18%	-3%	-30%	-5
- O=C(Cn1cnc([N+](=O)[O-])n1)N/N=C/c1cccc2ccccc12
    -2%	-8%	13%	-16	5%	4%	-5%	i	-12
- O=C(COc1ccc2c(-c3ccccc3)cc(=O)oc2c1)N[C@H](Cc1c[nH]c2ccccc12)C(=O)O
    8%	0%	-7%	-7	14%	5%	7%	i	11
- O=C(c1cccc(S(=O)(=O)N2CCCC2)c1)N1CCOCC1
    -21%	0%	-21%	3	9%	3%	-12%	0%	-1
- CCOC(=O)[C@]12CCC=C1N(Cc1ccco1)C(=O)[C@H](CC(=O)NCc1cccc3ccccc13)C2
    -18%	?	-12%	9	?	7%	1%	i	5
- Cc1ccc(C(=O)NC2(O)C(=O)c3ccccc3C2=O)cc1C
    -9%	28%	-1%	-6	-27%	4%	-3%	-3%	-12
- O=C(COc1ccc(S(=O)(=O)N2CCCC2)cc1Cl)NC1CC1
    7%	-29%	1%	-28	0%	-10%	-15%	i	-2
- O=C(NC(=S)Nc1ccccc1Br)C1CCCCC1
    ?	16µM*	?	-29	16µM*	22%	-23%	-23%	-11
- O=S(=O)(NC1CCN(Cc2ccccc2)CC1)c1cccc(S(=O)(=O)N2CCOCC2)c1
    ?	4%	10%	?	-11%	27%	-3%	?	-15
- Cc1nc(N)sc1N=Nc1ccc(F)cc1
    6%	3%	-28%	-4	-29%	13%	-10%	i	-5
- Cn1c(=O)cc(C(=O)N/N=C/c2ccc(F)cc2)[nH]c1=O
    -8%	4%	-11%	12	0%	2%	-4%	9%	-14
- Cc1cc(C(=O)N/N=C/c2cccs2)n[nH]1
    6%	-3%	-18%	2	-14%	8%	1%	-17%	2
- c1ccn2c(Cc3nnc4ccccn34)nnc2c1
    0%	15%	2%	-7	-17%	-8%	-8%	i	-15
- O=S(=O)(Nc1ccccc1N1CCCCC1)c1cccs1
    ?	-5%	?	-11	-7%	6%	2%	i	-5
- CC(=O)Nc1ccc(S(=O)(=O)N(C)CC(=O)NNC(=O)c2cccs2)cc1
    -2%	?	1%	1	13%	0%	1%	i	0
- CCc1ccc(NC(=O)COC(=O)CN2C(=O)COc3ccccc32)cc1
    1%	?	-8%	-12	-12%	-7%	-5%	i	-2
- Cc1ccnc(NC(NC(=O)C(C)C)(C(F)(F)F)C(F)(F)F)c1
    10%	0%	1%	-26	-20%	0%	-5%	-12%	-2
- COc1ccc2c(c1)[C@H]1[C@H](CO2)[C@H](c2ccccc2)[C@]2(C)C(=O)Nc3ccc(C)cc3C(=O)N12
    ?	-4%	0%	6	?	-2%	-2%	-51%[inhibitor]	-7
- COc1cccc(CNC(=O)C2CCCN(S(=O)(=O)c3ccc4c(c3)C(C)(C)C(=O)N4C)C2)c1 (stereo not given)
    -15%	-8%	-2%	4	16%	3%	-1%	i	8
- CCS(=O)(=O)N1CCC(NC(=O)c2ccco2)CC1
    2%	-6%	9%	2	14%	0%	0%	i	1
- O=C(CCS(=O)(=O)c1ccc(Br)cc1)Nc1ccc(Br)cc1F
    -9%	-7%	-9%	40	8%	-2%	4%	i	2
- Nc1nc(NCc2ccccc2)nc(NCc2ccccc2)c1[N+](=O)[O-]
    68%[activator]	16µM*	11%	7	9%	12%	3%	i	32*
- COc1cc(Cl)c(CC(=O)c2c[nH]c3ccccc23)cc1OC
    -29%	?	?	-13	-7%	13%	-5%	-34%[inhibitor]	-6
- Cc1ccc(-c2nc(CCNC(=O)c3ccc(C)c(C)c3)cs2)cc1
    ?	·	8%	·	?	·	·	?	6
- Cc1cccc(NC(=O)c2sccc2-n2cccc2)c1C
    ?	-12%	0%	-5	-15%	0%	-5%	i	0
- CCC(CC)C(=O)Nc1ccc(C)cc1O
    13%	?	-10%	5	0%	8%	-1%	i	-3
- COc1cccc(NCCC(=O)c2cccc([N+](=O)[O-])c2)c1
    113%[activator]	0%	15%	21	?	28%	-7%	-9%	4

# An excerpt. The share of hits here may be higher or lower than overall.
